Bioassay records as filed in PubChem BioAssay.
MDM2 E3 inh – MDM2-luciferase reporter signal enhancers, primary screen, MDM2 E3 ligase inhibitor project, cell-based, luminescence, 1536-well; E3 ubiquitin-protein ligase Mdm2 (Homo sapiens), Q00987; cell-based MDM2 ubiquitination luciferase reporter, 2 h; 0 = plate control, 100 = twice control, blank-subtracted; AID 1230, 2008; signal enhancement, % at 5 µM; 210,000 compounds, 0.11% hits;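 active means signal enhancement of 30% or more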;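 further: luminescence tracks abundance of the self-degrading MDM2-luciferase fusion protein; higher signal means inhibition of MDM2 E3 ligase activity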
Target sequence (Q00987 whole entry, looked up, the tested form may be a part): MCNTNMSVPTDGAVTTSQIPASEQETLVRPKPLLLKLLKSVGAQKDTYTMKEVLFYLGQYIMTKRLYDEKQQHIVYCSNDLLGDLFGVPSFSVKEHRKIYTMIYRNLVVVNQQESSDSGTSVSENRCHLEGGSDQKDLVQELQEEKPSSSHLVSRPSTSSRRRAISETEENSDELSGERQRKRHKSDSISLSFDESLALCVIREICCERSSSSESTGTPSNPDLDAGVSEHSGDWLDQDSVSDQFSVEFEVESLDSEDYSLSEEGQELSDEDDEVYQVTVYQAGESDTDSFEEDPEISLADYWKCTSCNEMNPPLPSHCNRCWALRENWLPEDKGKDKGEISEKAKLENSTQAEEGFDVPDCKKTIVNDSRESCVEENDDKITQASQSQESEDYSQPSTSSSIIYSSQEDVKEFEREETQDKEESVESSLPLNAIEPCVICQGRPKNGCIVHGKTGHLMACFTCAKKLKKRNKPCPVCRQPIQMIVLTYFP
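Material: stable MDM2–luciferase fusion reporter cells / Quantity: 2000 cells/well / Dosing: single 5 µM compound dose, 0.2% final DMSO / Buffer or medium: DMEM / Schedule: 4 h cell settling then 2 h compound exposure, 37 °C / Detection: luminescence with SteadyLite reagent, 15 min at room temperature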
NPY2 pot ag – NPY-Y2 potentiators or agonists, primary screen, cell-based; Neuropeptide Y receptor type 2 (Homo sapiens), P49146; cells expressing NPY-Y2, potentiator/agonist read-out; activation, % at 3.6 µM; 220,000 compounds, 0.45% hits; AID 1359, 2008; in the data active means activation above about 27%;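 further: cells stimulated with NPY near EC25 plus isoproterenol at EC100; 0% = vehicle plus submaximal agonist and 100% = vehicle plus saturating agonist; some results beyond the cut were filed as inactive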
Hck-Nef inh – inhibitors of Nef-activated human Hck kinase, primary screen, biochemical, Z-Lyte FRET, 384-well, Hck-YEEI. Tyrosine-protein kinase HCK (Homo sapiens), P08631. Recombinant Hck-YEEI plus Nef, Z-Lyte FRET kinase assay. inhibition, % at 20 µM. 220,000 compounds, 0.68% hits;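 active means Hck-Nef kinase inhibition above about 50%, limit read from the data; inactive means inhibition below that limit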;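 further: 0% = DMSO with Hck plus Nef and 100% = Hck alone without Nef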
p97 inhibitor – inhibitors of human p97 ATPase, primary screen, biochemical. recombinant p97 ATPase, Kinase-Glo ATP luminescence, 3 h. inhibition, % at 8 µM. 220,000 compounds, 0.42% hits. AID 1481, 2009; in the data active means inhibition above about 15%;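 further: 0% = DMSO vehicle and 100% = wells lacking enzyme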
Runt-SMMHC FRET – inhibitors of RUNX1 Runt–CBFb-SMMHC binding, primary screen, biochemical, FRET, Cerulean-Runt, Venus-CBFb-SMMHC, uHTS; 220,000 compounds, 0.74% hits; AID 1434, 2008; inhibition, % at 20 µM; Cerulean-Runt/Venus-CBFb-SMMHC FRET ratio 530/480, 1 h;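 active means mean inhibition across duplicate retests at 20 µM reaching about 50%, limit read from the data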;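 further: 0% = DMSO wells and 100% = wells with excess untagged CBFb-SMMHC; inhibitors lower the FRET ratio by blocking Runt binding to CBFb-SMMHC; some results filed as inactive read as strong as hits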
NPY1 pot ag – NPY-Y1 receptor potentiators or agonists, primary screen, cell-based. Neuropeptide Y receptor type 1 (Homo sapiens), P25929. NPY-Y1 expressing cells, potentiator/agonist activation. activation, % at 3.6 µM. 220,000 compounds, 0.37% hits; in the data active means activation above about 33%, passing the limit was not always enough;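 further: cells stimulated with NPY at EC10 then isoproterenol at EC100; 0% = low agonist plus stimulus and 100% = saturating agonist plus stimulus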
Target sequence (P25929 whole entry, looked up): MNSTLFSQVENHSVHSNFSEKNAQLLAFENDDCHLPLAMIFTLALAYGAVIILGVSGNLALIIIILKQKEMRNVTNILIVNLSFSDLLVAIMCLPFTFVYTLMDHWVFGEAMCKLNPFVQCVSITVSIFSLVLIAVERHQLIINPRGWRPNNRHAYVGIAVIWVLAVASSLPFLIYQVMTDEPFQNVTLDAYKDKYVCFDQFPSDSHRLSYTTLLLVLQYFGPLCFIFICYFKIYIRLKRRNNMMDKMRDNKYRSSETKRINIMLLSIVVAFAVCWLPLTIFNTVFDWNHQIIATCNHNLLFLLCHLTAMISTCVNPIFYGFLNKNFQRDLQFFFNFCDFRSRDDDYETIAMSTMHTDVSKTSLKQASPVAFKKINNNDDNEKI
Runt-CBFb FRET – inhibitors of RUNX1 Runt–CBFb binding, primary screen, biochemical, FRET, Cerulean-Runt, Venus-CBFb, uHTS. 220,000 compounds, 0.46% hits. inhibition, % at 20 µM. Cerulean-Runt/Venus-CBFb FRET ratio 530/480, 1 h. Runt-related transcription factor 1 (Homo sapiens) + Core-binding factor subunit beta …;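 active means inhibition over about 50% at 20 µM in the single-dose screen, limit read from the data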;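 further: 0% = DMSO wells and 100% = excess unlabeled CBFb competitor control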
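test system = Cerulean-Runt domain fusion protein, energy donor | probe or stimulus = Venus-CBFb binding partner, 100 nM | incubation = two 1 h room-temperature incubations shielded from light | detection = fluorescence energy transfer, 422 nm excitation, 530/480 nm emission | measure = loss of energy transfer signal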
RBBP9 inh – human RBBP9 inhibitors, primary screen, biochemical, fluorescence polarization, FP-Rh probe, HTS. recombinant RBBP9. Serine hydrolase RBBP9 (Homo sapiens), O75884. AID 1515, 2009. 220,000 compounds, 0.2% hits. inhibition, % at 7.94 µM;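 active means inhibition above the campaign mean of all tested compounds plus 3 SD, cut at about 14% in these data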;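 further: plate controls were DMSO wells with RBBP9 for no effect and wells lacking RBBP9 protein for full effect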
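Measured by: FP readout at 525/598 nm; material: recombinant human RBBP9; also added: Serine-hydrolase probe FP-Rh, 375 nM pre-mixing; medium: Tris buffer pH 8.0, NaCl, Pluronic; replication: one well per compound; doses: one concentration, 7.94 µM nominal, 0.794% DMSO; timing: preincubation 30 min plus labeling 45 min at 25 °C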
NPY-Y1 antag – NPY-Y1 receptor antagonists, primary screen, cell-based | HEK293-CNG Y1 cells, membrane potential fluorescence; NPY at EC95, then isoproterenol | inhibition, % at 3.6 µM | 200,000 compounds, 1% hits | AID 1040, 2008;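 active means inhibition above the campaign mean inhibition of all tested compounds plus 3 SD, cut at about 20% in these data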;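 further: 0% = DMSO wells given NPY plus isoproterenol and 100% = isoproterenol alone without NPY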
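System: HEK293 cells with Y1 receptor plus CNG channel / Probe or stimulus: NPY 25 nM then isoproterenol 1 µM plus Ro 20-1724 25 µM / Compound: one concentration, 3.6 µM, in 0.4% DMSO / Schedule: compound incubation 1 h at room temperature, readout 45 min post-stimulation / Measured by: membrane potential fluorescence / Read-out: % inhibition of NPY effect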
The depositor's hits bear a star; · = no result given.

1. O=C(O)CNc1ccccc1C(=O)O
2. CN(CCOc1ccccc1)CC(=O)Nc1cc([N+](=O)[O-])ccc1Cl
3. CCOc1ccc(C2=NNC(c3cccs3)=Nc3ccc(OC)cc32)cc1
4. COc1ccc(N2CCN(C(=O)CSc3nc4c(c(=O)n(C)c(=O)n4C)n3C(C)C)CC2)cc1
5. O=C(Nc1ccc(S(=O)(=O)N2CCCC2)cc1)C1CCCN1C(=O)c1cccs1 (stereo unspecified)
6. CC(/C=N/Nc1nc2ccccc2[nH]1)=C\c1ccccc1
assay / compound	1	2	3	4	5	6
Runt-CBFb FRET	0	0	1	-2	0	1
Hck-Nef inh	-6	8	4	1	23	1
NPY2 pot ag	-11	-14	-22	-3	-5	1
p97 inhibitor	9	-6	1	1	1	4
NPY1 pot ag	26	-1	-23	4	-2	-43
NPY-Y1 antag	·	3	1	5	-5	12
MDM2 E3 inh	2	-20	8	-14	1	-31
Runt-SMMHC FRET	-3	0	0	0	0	-1
RBBP9 inh	13	-7	3	-8	-6	2

As entered above:
NPY-Y1 antag, CCOc1ccc(C2=NNC(c3cccs3)=Nc3ccc(OC)cc32)cc1 reads 1
NPY1 pot ag, COc1ccc(N2CCN(C(=O)CSc3nc4c(c(=O)n(C)c(=O)n4C)n3C(C)C)CC2)cc1 reads 4
Runt-SMMHC FRET, CN(CCOc1ccccc1)CC(=O)Nc1cc([N+](=O)[O-])ccc1Cl reads 0
NPY2 pot ag, O=C(O)CNc1ccccc1C(=O)O reads -11

Next section:
7. O=C(OCc1cnc(Cl)s1)c1ccccc1Cl
8. CCN(CC)S(=O)(=O)c1ccc(Oc2ccc(S(=O)(=O)N(CC)CC)cc2)cc1
9. Cc1sc2nc3n(c(=O)c2c1C)NC(=O)CC3
10. Cc1cc(-c2nnc(SCC(=O)c3ccc(Cl)cc3)o2)no1
11. COc1cc(/C=C/C(=O)OCC(=O)NC2CCS(=O)(=O)C2)ccc1O (stereo unspecified)
12. Cc1cccc(N2CCN(C(=O)CCS(=O)(=O)c3ccc(Br)cc3)CC2C)c1 (stereo unspecified)
assay / compound	7	8	9	10	11	12
Runt-CBFb FRET	-3	-2	-1	-1	0	-3
Hck-Nef inh	-1	-1	-1	3	3	22
NPY2 pot ag	-4	-3	-5	0	-1	-6
p97 inhibitor	0	-4	3	7	0	-4
NPY1 pot ag	19	-20	-18	6	0	-1
NPY-Y1 antag	9	32*	3	3	-1	4
MDM2 E3 inh	-12	-44	-15	-11	-11	-14
Runt-SMMHC FRET	-2	-2	4	-1	1	-1
RBBP9 inh	-3	-3	2	-7	-2	-6

13. CC(C)(S)[C@@H](N)C(=O)O
14. O=S(=O)(c1cnccc1N1CCN(/N=C/c2ccc(Br)cc2)CC1)N1CCCCC1
15. Cn1c(=O)c([N+](=O)[O-])c(NCc2ccccc2)c2ccccc21
16. c1ccc(-n2nnnc2CN2CCOCC2)cc1
17. Cc1cc(C)c2nc(SC(C)C(=O)NCC(=O)Nc3ccc(F)c(F)c3F)cc(C)c2c1 (stereo unspecified)
18. CCCCNC(=O)C1CCC(CNc2nc(=S)[nH]c3ccccc23)CC1 (stereo unspecified)
assay / compound	13	14	15	16	17	18
Runt-CBFb FRET	0	-7	7	1	-5	-2
Hck-Nef inh	-5	0	-1	5	2	22
NPY2 pot ag	-1	-4	13	-3	2	-8
p97 inhibitor	3	-1	3	8	0	0
NPY1 pot ag	-2	1	-17	-15	3	-18
NPY-Y1 antag	5	1	-1	8	0	3
MDM2 E3 inh	·	-13	-8	2	-8	-5
Runt-SMMHC FRET	-1	-4	2	-6	-7	1
RBBP9 inh	-4	1	5	1	-8	-2

A different layout for part of the listing above.
| No. | molecule | Runt-CBFb FRET | Hck-Nef inh | NPY2 pot ag | p97 inhibitor | NPY1 pot ag | NPY-Y1 antag | MDM2 E3 inh | Runt-SMMHC FRET | RBBP9 inh |
| --- | --- | --- | --- | --- | --- | --- | --- | --- | --- | --- |
| 16 | c1ccc(-n2nnnc2CN2CCOCC2)cc1 | 1 | 5 | -3 | 8 | -15 | 8 | 2 | -6 | 1 |
| 17 | Cc1cc(C)c2nc(SC(C)C(=O)NCC(=O)Nc3ccc(F)c(F)c3F)cc(C)c2c1 (stereo unspecified) | -5 | 2 | 2 | 0 | 3 | 0 | -8 | -7 | -8 |

(more compounds)
19. CCCCn1nnnc1NCc1ccc(C)s1
20. C=CCNc1nc(NC(C)(C)CO)nc(OCC)n1
21. O=C(NC12CC3CC(CC(C3)C1)C2)c1cnccn1
22. COc1ccc(C2CC(c3ccc4ccccc4c3)=NN2C(=O)COC(=O)C2CCC(=O)N2)cc1 (stereo unspecified)
23. Cc1ccc(-c2c(C(=O)N(C)Cc3ccccc3)oc(=O)c3ccccc23)cc1
24. Cc1ccc(-c2nnc(-c3ccccc3)c(-c3ccccc3)n2)cc1
assay / compound	19	20	21	22	23	24
Runt-CBFb FRET	-1	-1	-1	-9	-3	2
Hck-Nef inh	7	1	2	-12	7	-2
NPY2 pot ag	3	8	14	-15	-20	-6
p97 inhibitor	-2	2	3	2	-8	2
NPY1 pot ag	-15	-24	4	3	-29	14
NPY-Y1 antag	3	-1	1	1	35*	4
MDM2 E3 inh	·	-17	-17	-8	-14	-8
Runt-SMMHC FRET	-2	0	-3	-2	-4	1
RBBP9 inh	-7	-8	-3	-1	-8	0

25. O=C1C=C(Nc2ccc(O)cc2)C(=O)c2ccccc21
26. COC(=O)C1CCN(Cc2cn(Cc3ccccc3)nc2-c2cc3ccccc3o2)CC1
27. Nc1nonc1-c1nc2ccccc2n1CC(=O)N1CCN(c2ccc(F)cc2)CC1
28. N#Cc1c(N)n(-c2cccc(C(=O)O)c2)c2nc3ccccc3nc12
29. CC1C(C#N)=C(SCC(N)=O)NC2=C1C(=O)CC(C)(C)C2 (stereo unspecified)
30. NC(=O)COc1ccc(Nc2nnc(-c3ccc(O)cc3)c3ccccc23)cc1
assay / compound	25	26	27	28	29	30
Runt-CBFb FRET	4	0	1	99*	6	-1
Hck-Nef inh	36	15	12	21	4	24
NPY2 pot ag	4	-12	-10	-2	11	2
p97 inhibitor	0	-8	8	5	0	6
NPY1 pot ag	20	-13	0	-16	2	8
NPY-Y1 antag	·	10	15	·	0	·
MDM2 E3 inh	-16	3	7	-11	-6	-1
Runt-SMMHC FRET	-1	4	0	82*	5	-2
RBBP9 inh	7	-6	5	-7	-2	-9

31. Cc1ccc(C(=O)Nc2ccc(N3CCN(S(C)(=O)=O)CC3)cc2)cc1
32. Cc1onc(-c2ccccc2)c1C(=O)OCC(=O)c1ccccc1
33. Cc1ccc(Cl)cc1N1CCN(CC(=O)Nc2ccc3[nH]c(=O)[nH]c3c2)CC1
34. COCCn1c(N)c(C(=O)NCC2CCCO2)c2nc3ccccc3nc21 (stereo unspecified)
35. Cc1ccc(CNC(=O)c2cccc(OCc3c(C)noc3C)c2)cc1
36. N#C/C(=C\c1ccncc1)c1nc2ccccc2c(=O)[nH]1
assay / compound	31	32	33	34	35	36
Runt-CBFb FRET	0	-2	2	70*	1	0
Hck-Nef inh	3	0	-8	40	0	12
NPY2 pot ag	7	12	-3	1	-12	3
p97 inhibitor	0	2	-1	-4	-3	6
NPY1 pot ag	20	13	-5	-18	-28	-14
NPY-Y1 antag	0	0	1	2	0	0
MDM2 E3 inh	-6	-6	0	-25	-37	-22
Runt-SMMHC FRET	2	-1	0	79*	1	-25
RBBP9 inh	-12	0	-8	-4	-14	-5

37. O=C(O)CCC(=O)Nc1ccc(S(=O)(=O)N2CCCC2)cc1
38. COc1ccc(C(=O)Nn2c(C)nnc2-n2nc(C)cc2C)cc1OC
39. COc1cccc(-c2cc(C(F)(F)F)n3nc(C(=O)Nc4c(C)n(C)n(-c5ccccc5)c4=O)cc3n2)c1
40. O=C(CN1CCN(Cc2ccccc2Cl)C1=O)NCc1ccccn1
41. CC(=O)c1cccc(NC(=O)C2CC(c3ccc(F)cc3)=NO2)c1 (stereo unspecified)
42. Cc1ccc(C(=O)OCc2cn(-c3ccccc3)nn2)cc1
43. COc1ccc(C(=O)NCc2nnc(SCC(=O)NCc3ccc(F)cc3)o2)cc1
44. COC(=O)c1ccc(NN=Nc2ccc(C)cc2)cc1
assay / compound	37	38	39	40	41	42	43	44
Runt-CBFb FRET	1	-3	-3	3	2	0	0	3
Hck-Nef inh	-11	-1	19	20	-20	24	4	-2
NPY2 pot ag	6	-16	2	-2	-5	-24	15	1
p97 inhibitor	-4	2	4	5	0	-4	5	-7
NPY1 pot ag	3	-11	3	8	-15	-26	16	-6
NPY-Y1 antag	-2	-1	-1	·	-3	10	-2	4
MDM2 E3 inh	-2	0	-18	-11	-12	-9	-17	1
Runt-SMMHC FRET	4	2	2	1	-3	-3	-3	-1
RBBP9 inh	-7	-4	-1	5	-6	0	-3	-2
